Assay outcomes (PubChem BioAssay)
GPR151 activ: human GPR151 activation | actives 1% (n = 650,000) | Q8TDV0 | PathHunter beta-arrestin GPR151 cells, luminescence | activation, % at 11.2 µM; in the data active = activation above about 4.9%;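 note: 0% = median of compound wells and 100% = cells with positive control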
FBW7 act: human FBW7 E3 ligase activation, primary screen. Q969H0. AlphaScreen FBW7–phospho-cyclin E peptide binding, activator screen. normalized activity (activation), % at 26.1 µM. actives 0.13% (n = 650,000); in the data active = normalized activity above about 1.9%;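 note: purified mutant Fbw7 with reduced substrate affinity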
Target sequence (Q969H0 whole entry, looked up): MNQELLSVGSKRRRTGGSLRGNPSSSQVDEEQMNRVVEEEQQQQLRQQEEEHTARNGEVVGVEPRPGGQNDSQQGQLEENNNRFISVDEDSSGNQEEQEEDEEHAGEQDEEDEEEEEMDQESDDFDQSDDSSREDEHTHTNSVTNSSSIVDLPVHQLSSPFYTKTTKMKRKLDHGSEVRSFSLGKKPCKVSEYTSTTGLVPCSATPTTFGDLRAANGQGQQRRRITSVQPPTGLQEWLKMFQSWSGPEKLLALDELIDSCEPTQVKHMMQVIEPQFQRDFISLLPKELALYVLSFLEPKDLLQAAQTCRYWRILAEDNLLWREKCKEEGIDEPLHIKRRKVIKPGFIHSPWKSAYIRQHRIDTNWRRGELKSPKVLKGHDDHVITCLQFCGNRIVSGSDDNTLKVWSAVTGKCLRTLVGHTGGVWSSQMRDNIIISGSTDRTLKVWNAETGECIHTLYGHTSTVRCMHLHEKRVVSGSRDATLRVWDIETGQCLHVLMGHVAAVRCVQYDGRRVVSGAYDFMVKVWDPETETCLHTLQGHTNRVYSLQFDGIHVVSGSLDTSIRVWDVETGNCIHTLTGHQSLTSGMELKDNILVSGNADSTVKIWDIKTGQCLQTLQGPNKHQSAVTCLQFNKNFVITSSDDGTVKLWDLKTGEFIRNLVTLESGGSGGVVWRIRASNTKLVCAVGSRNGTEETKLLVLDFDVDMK
TEAD-YAP inh: TEAD-YAP interaction inhibition; AID 1259422; inhibition, % at 9.12 µM; HEK-TIYL cells, TEAD-Gal4/YAP UAS-luciferase luminescence; actives 1.4% (n = 640,000); in the data active = inhibition above about 32%;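 note: 0% = median of test compound wells and 100% = reference inhibitor wells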
MITF primary: blocks human microphthalmia-associated transcription factor | O75030 | AlphaScreen MITF homodimerization, bead proximity signal | inhibition, % at 2.6 µM | actives 0.91% (n = 650,000); in the data active = inhibition above about 50%;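 note: 0% = vehicle wells with protein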
* marks the source's active call; other numbers are inactive results; / = no result given.

| Structure | GPR151 activ | FBW7 act | TEAD-YAP inh | MITF primary |
| --- | --- | --- | --- | --- |
| CCNC(=O)N1CCN(CC)CC1C(=O)N1CCOCC1 (configuration not stated) | 0.1 | -0.1 | 8 | 5 |
| CCCCn1c(=S)[nH]c2cc(C(=O)OC)ccc2c1=O | -0.3 | 0.8 | 4 | 17 |
| COc1ccc(NC(=O)CSc2cn(CCNC(=O)c3ccccc3C)c3ccccc23)cc1 | -0.7 | 0.0 | 0 | -5 |
| O=C(Nc1ccc(F)c(Cl)c1)c1cc2nc(-c3ccco3)cc(C(F)(F)F)n2n1 | 3.5 | -0.2 | 8 | 0 |
| C=CCOc1ccc(C2C(C(=O)c3ccco3)=C(O)C(=O)N2c2nnc(C)s2)cc1 (configuration not stated) | 0.0 | -0.1 | 2 | 0 |
| COc1ccc(-c2cc(=O)n(CCN3CCCCC3)cn2)cc1 | 0.0 | 0.3 | 2 | 7 |
| O=C(Oc1c(Br)cc(Br)c2cccnc12)N1CCOCC1 | -0.9 | 1.5 | -6 | 15 |
| O=C(C1CCCN(S(=O)(=O)c2ccccc2)C1)N1CCCCCC1 (configuration not stated) | -0.8 | -0.1 | 1 | 4 |
| Cc1c(C(=O)N/N=C/c2cccc(Cl)c2Cl)nnn1-c1nonc1N | -0.9 | 0.1 | -1 | 4 |
| O=C(CN1C=NS(=O)(=O)c2ccccc21)Nc1ccccc1C(F)(F)F | -0.3 | 0.7 | 5 | 6 |
| Cc1[nH]nc2nc(SCC(=O)NC3CCCCC3)n(-c3cccc(Cl)c3)c(=N)c12 | 0.2 | 0.4 | -7 | 26 |
| Cc1cc(C)cc(N2CC(O)=C(c3nc4ccccc4[nH]3)C2=N)c1 | 0.2 | -0.1 | 1 | 15 |
| CN1CCN(CC(=O)Nc2ccc(OCc3ccccc3)cc2)CC1 | -1.7 | 0.1 | -21 | 3 |
| CC(=O)N(C1=C(N2CCOCC2)C(=O)c2ccccc2C1=O)c1ccccc1 | -2.5 | -0.3 | 64* | 12 |
| Cc1ccc(C(=O)CC(=O)COc2ccccc2)cc1 | 0.7 | -0.2 | -47 | 2 |
| CCOC(=O)c1[nH]c2c(C)cc3oc(=O)cc(C)c3c2c1C | 2.6 | 0.1 | 4 | -7 |
| O=C(COC(=O)c1cc2ccccc2oc1=O)Nc1cc(Cl)cc(Cl)c1 | -0.3 | -0.2 | -5 | 6 |
| Cc1cc(NCCO)nc(Nc2ccc3ncccc3c2)n1 | -0.4 | -0.2 | -35 | -3 |
| O=C(COC(=O)CCN1C(=O)c2ccccc2C1=O)Nc1ccc(F)cc1[N+](=O)[O-] | 0.2 | -0.1 | -1 | -5 |
| CCN(CC)Cc1cc2ccccc2c2c1COC2 | 0.9 | 0.0 | 4 | 3 |
| CCN1C(=O)[C@H]2[C@H]3[C@H](O)[C@H](O)C/C(=N\O[C@H](C)c4cn([C@@H]5COC[C@H]5O)nn4)[C@@H]3CC[C@H]2C1=O | -0.1 | 0.3 | / | 6 |
| O=C(Nc1ccc(O)c(-c2nc3ccccc3s2)c1)c1ccccc1Cl | 0.3 | 0.6 | -2 | -5 |
| CCOc1ccccc1OCC(=O)Nc1nccs1 | 1.6 | 0.5 | 6 | 5 |
| C=CCn1c(N)c(C(=O)NCC2CCCO2)sc1=S (configuration not stated) | -1.3 | 0.0 | -3 | -1 |
| COc1ccc(C(=O)N(c2ccc(OC)cc2)S(=O)(=O)c2ccc(C)cc2)cc1 | 1.0 | -0.1 | 11 | -2 |
| O=C(CCC1=NS(=O)(=O)c2ccccc2N1)NCCO | -0.2 | -0.1 | 5 | 5 |
| Cn1c(=O)c2c(nc(N3CCCCCC3)n2CCc2ccccc2)n(C)c1=O | 5.0* | -0.1 | -7 | -11 |
| CN(C)CCNC(=S)N1CCN(S(=O)(=O)c2ccccc2[N+](=O)[O-])CC1 | 4.5 | -0.3 | 7 | 73* |
| Cc1nnc(NC(=O)CSc2cn(Cc3ccccc3C)c3ccccc23)s1 | 0.3 | 0.1 | -5 | -7 |
| CC1CN(Cc2nnnn2C2CC2)CCC1(O)c1ccc(F)cc1 (configuration not stated) | -0.9 | 0.0 | 5 | 2 |

Two compounds drawn at random from the list so far:
| Structure | GPR151 activ | FBW7 act | TEAD-YAP inh | MITF primary |
| --- | --- | --- | --- | --- |
| Cn1c(=O)c2c(nc(N3CCCCCC3)n2CCc2ccccc2)n(C)c1=O | 5.0* | -0.1 | -7 | -11 |
| CCOC(=O)c1[nH]c2c(C)cc3oc(=O)cc(C)c3c2c1C | 2.6 | 0.1 | 4 | -7 |

(more compounds)
| Structure | GPR151 activ | FBW7 act | TEAD-YAP inh | MITF primary |
| --- | --- | --- | --- | --- |
| N#Cc1ccc(S(=O)(=O)N2CCN(c3ccccc3)CC2)cc1 | 0.2 | 0.0 | 2 | 8 |
| CCCC(=O)Nc1ccc(N2CCCCC2C)cc1 (configuration not stated) | 0.3 | 0.3 | 0 | 4 |
| CC(C)NC(=O)CN1C(=O)N(C)N(C)c2ncccc21 | -0.3 | 0.1 | 4 | 2 |
| O=C(Nc1cccc(NC(=O)c2ccc(I)o2)c1)c1ccco1 | -0.9 | 0.1 | 7 | 0 |
| COc1ccc(CC(=O)N2CCC(n3nc(C4CC4)ccc3=O)CC2)cc1 | -0.4 | 0.1 | -12 | 1 |
| CNC(=O)C[n+]1csc2ccccc21 | -0.5 | -1.1 | 12 | -6 |
| CCC(=O)NC(=Nc1nc(C)c2ccc(C)cc2n1)NC(=O)CC | -0.4 | 0.1 | -52 | 17 |
| O=C(CN1CCN(Cc2ccccc2)CC1)c1ccc(F)cc1 | -0.4 | 0.0 | -1 | 22 |
| Cc1cccn2c(=O)c3cc(C(=O)NCc4ccco4)n(C)c3nc12 | -1.3 | 0.1 | 8 | 9 |
| Cc1cc(NC(=O)CSc2nc3ccccc3c(=O)n2CCCC(=O)NCc2cccc(Cl)c2)n[nH]1 | 1.3 | 0.1 | 8 | -3 |
| Fc1ccccc1OCCOCCOc1cccc2cccnc12 | 0.2 | -0.2 | 6 | -2 |
| O=C(NC(=O)C(Cl)(Cl)Cl)OCN1C(=O)c2ccccc2C1=O | 0.5 | 0.1 | 7 | 10 |
| CC(=O)NC1C(=O)Nc2ccc(F)cc21 (configuration not stated) | -0.6 | 1.5 | 9 | 16 |
| COc1cc(N)c(Cl)cc1C(=O)OCc1csc(-c2ccccc2)n1 | -0.5 | -0.1 | -46 | -1 |
| O=c1/c(=C/c2ccccc2)sc2nnc(-c3cccs3)n12 | 2.1 | 0.0 | 2 | 2 |

Further compounds:
Screens in order – GPR151 activ, FBW7 act, TEAD-YAP inh, MITF primary
Nc1ccc(C(=O)Nc2nc3ccc(C(=O)N4CCCCC4)cc3s2)cc1
    -0.2, 0.2, 15, 0
Cc1cccc(N(CC(=O)Nc2ccc(-c3nc4ccc(C)cc4s3)cc2)S(C)(=O)=O)c1
    -0.2, -0.1, 8, -6
CCCNC(=O)c1ccc2c(c1)ncn2-c1ccc(CC)cc1
    2.1, 0.3, -31, 7
COc1cc(C(=O)Nc2nnc(COc3ccccc3)s2)cc(OC)c1OC
    -0.5, -0.1, 6, 6
Fc1ccccc1C1CCN(Cc2cccnc2)CC1
    -0.5, -0.1, -4, 35
Cc1nc(N2CCC3(CC2)OCCO3)c2c(C)c(C)sc2n1
    1.1, -0.1, -12, 7
CN1C(=O)SC(Nc2ccc(F)c(Cl)c2)C1=O (configuration not stated)
    -0.4, 0.0, 15, 1
Cc1ccccc1NC(=O)c1cnn2c(C(F)(F)F)cc(-c3ccco3)nc12
    0.8, -0.1, -5, 6
Cc1nc(N2CCC(C)CC2)c2c(C)c(C(=O)Nc3c(F)cccc3F)sc2n1
    0.3, 0.0, -19, -7
CCn1c(SCC(=O)Nc2nccs2)nc2c([nH]c3ccccc32)c1=O
    0.1, 0.1, 1, 1
CCOC(=O)C1CCN(S(=O)(=O)c2ccc(F)c(C(=O)Nc3cccc(Cl)c3)c2)CC1
    -2.0, 0.0, -2, 13
O=C(c1ccccc1)c1ccc(N2CCN(C(=O)c3c(F)cccc3F)CC2)c(F)c1
    0.3, 0.0, -1, -4
O=C(c1ccccc1)N1CCCc2ccc(NS(=O)(=O)c3cccs3)cc21
    1.1, 0.0, 0, -2
Cc1ccc(S(=O)(=O)NC(CC(=O)NC2CCCC2)c2ccco2)cc1 (configuration not stated)
    0.6, -0.1, 1, 10
Cc1nn(C)c(Cl)c1CN1CCC(C2(CCC(C)C)NC(=O)NC2=O)CC1 (configuration not stated)
    -0.4, 0.4, 8, 7
O=S(=O)(O)Oc1ccc2cc(Br)ccc2c1
    -0.4, -0.2, -15, -6
O=C(Nc1ccccc1)N1CCN(C(=O)Nc2ccccc2)CC1
    -0.5, 0.3, 5, -13
CCN(CC)C(=O)CN1CCN(c2cccc(OC)c2)CC1
    -0.1, 0.0, 7, -6
Cc1nnc(NC(=O)c2c(O)c3ccccc3[nH]c2=O)s1
    -0.6, 0.1, -3, 12
O=C1CC(c2ccccc2)CC2=C1C(c1cc(Br)ccc1F)Nc1ccccc1N2 (configuration not stated)
    0.9, 0.1, 7, 1
Cc1nc(N)sc1-c1ccc([N+](=O)[O-])o1
    1.3, 0.1, -7, 14
CCN(CC(=O)N1CCN(c2cccc(Cl)c2)CC1)S(=O)(=O)c1ccc(C)cc1
    -1.6, 0.1, 2, -8
CN1CCN(C(=O)c2ccc(-c3nc(C(=O)NCc4cccnc4)cs3)cc2)CC1
    -0.9, 0.0, -9, 5
CCOC(=O)C1(CCOc2ccccc2)CCN(C(=O)NCc2ccccc2)CC1
    1.0, 0.0, -8, -5
COc1ccc(OC)c(NC(=O)NNC(=O)COc2ccc(-c3ccccc3)cc2)c1
    -1.6, -0.4, 7, 46
O=C(CCN1C(=O)C2C3C=CC(C4CC34)C2C1=O)Oc1ccc(-c2ccccc2)cc1 (configuration not stated)
    -0.4, 0.1, 5, 13
Cc1cccc(-n2nc3c(c2NC(=O)c2cccc(F)c2)CSC3)c1C
    3.6, -0.1, 0, 0
COc1cc2nc(-c3ccccc3F)oc(=O)c2cc1OC
    -0.4, 0.0, 0, 2
CCOc1ccc(NC(=O)CC(=O)Nc2ccc3nc4n(c(=O)c3c2)CCCCC4)cc1
    0.7, 0.1, 1, 6
CC(C)N1C(=O)c2cccc3c(N4CCOCC4)ccc(c23)C1=O
    -0.3, 0.1, 2, -16

Whole records as entered above. Screens in order: GPR151 activ | FBW7 act | TEAD-YAP inh | MITF primary
CC(C)N1C(=O)c2cccc3c(N4CCOCC4)ccc(c23)C1=O reads -0.3 | 0.1 | 2 | -16
CCn1c(SCC(=O)Nc2nccs2)nc2c([nH]c3ccccc32)c1=O reads 0.1 | 0.1 | 1 | 1
COc1cc(C(=O)Nc2nnc(COc3ccccc3)s2)cc(OC)c1OC reads -0.5 | -0.1 | 6 | 6
CCN(CC(=O)N1CCN(c2cccc(Cl)c2)CC1)S(=O)(=O)c1ccc(C)cc1 reads -1.6 | 0.1 | 2 | -8
CCOC(=O)C1CCN(S(=O)(=O)c2ccc(F)c(C(=O)Nc3cccc(Cl)c3)c2)CC1 reads -2.0 | 0.0 | -2 | 13

Following part.
Screens in order – GPR151 activ, FBW7 act, TEAD-YAP inh, MITF primary
COCCn1ccc2c(OCC(=O)c3ccc(OC)cc3)cccc2c1=O
    2.0, 0.0, 7, 10
O=C(O)CCNc1cc(N2CCCCC2)c2noc3c2c1C(=O)c1ccccc1-3
    2.9, -0.5, 14, 89*
CCCCc1c(C)c(C#N)c2nc3ccccc3n2c1NCCN1CCOCC1
    -1.0, 0.5, -8, 11
O=C(CN1C(=O)c2ccccc2S1(=O)=O)NC12CC3CC(CC(C3)C1)C2
    -0.5, -0.1, 2, 6
O=C(Nc1cccc2ccccc12)c1ccc(Br)cc1
    -1.1, -0.1, -2, -13
Cc1cccc(NS(=O)(=O)c2ccc3c(c2)CCN3C(=O)C2CC2)c1
    0.2, 0.2, 17, -5
O=C(Nc1ccc(Cl)cc1C(F)(F)F)c1cnccn1
    0.5, 0.1, -6, -18
NCCCCNC(=O)c1c(O)c2c([nH]c1=O)CCCC2
    3.2, -0.2, -18, 2
O=C(Nc1ccc(F)c(F)c1)c1ccc2c(c1)OCO2
    -4.1, -0.1, -37, 2
Cc1nnc(Nc2cc(Cl)ccc2Cl)[nH]c1=O
    1.2, 0.0, -4, -3
COC(=O)CSc1nnc(CNc2nc(-c3ccccc3)cs2)n1C
    -1.0, 0.1, -3, 7
N#CCC(=O)NNC(=O)COc1cccc2ccccc12
    -1.0, 0.0, -5, -2
O=C(c1ccc2c(=O)n(Cc3ccco3)c(=S)[nH]c2c1)N1CC=C(c2ccccc2)CC1
    -0.4, -0.2, -12, -4
Cc1ccc(CN2CCc3nnc(C(C)C)n3CC2)cc1
    0.0, -0.1, 8, -2
Cc1sc2ncnc(Oc3ccc4c(c3)OCO4)c2c1C
    2.3, 0.3, -11, 12
Nc1nc(C(F)(F)F)nn1C(=O)CCCCCN1C(=O)c2ccccc2C1=O
    0.0, 0.0, 6, -6
CCCOc1ccc(C(CC(=O)O)NC(=O)c2cccc(Br)c2)cc1 (configuration not stated)
    -0.7, 0.4, -1, 11
COc1ccc(C2/C(=C(/O)c3ccc(F)cc3)C(=O)C(=O)N2CCCN2CCOCC2)cc1OC (configuration not stated)
    -0.7, 0.1, 6, 3
